FN deposition inh: inhibitors of fibronectin matrix deposition, primary screen, AH1F cells, Alexa488-fibronectin fluorescence, plate reader; AH1F fibroblasts, overnight; inhibition, % at 12.6 µM; actives 0.086% (n = 350,000);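 active = mean inhibition across replicates of 30% or more, regardless of how many single replicates reach that level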;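 note: positive control wells lacked labelled fibronectin entirely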
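Schedule: 1 h cell adhesion before compound, then overnight fibronectin incubation; test system: AH1F fibroblast monolayer depositing Alexa488-labelled fibronectin into matrix; quantity: 10000 AH1F cells per well; probe or stimulus: fluorescent fibronectin at 24 nM final; signal: fluorescence, ex 485 nm, em 525 nm; evaluation: percent inhibition as loss of matrix-bound fibronectin fluorescence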
PGC1a acetyl inh: inhibitors of PGC1a acetylation signal, primary screen, cell-based, U2OS, AlphaScreen, inhibitor mode; inhibition, % at 15.6 µM; actives 0.17% (n = 350,000); AID 651687, 2012; AlphaScreen anti-acetyl-lysine; with virally co-expressed GCN5 acetyltransferase;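 active = every replicate shows inhibition of at least 40%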;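 note: 0% = neutral control wells and 100% = positive control wells; some results beyond the cut were filed as inactive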
LGR2 inh: inhibitors of bursicon-induced LGR2 CRE-luciferase signal, primary screen, cell-based, HEK293, CRE-luciferase reporter, bursicon stimulation | bursicon-stimulated, 4 h | inhibition, % at 9.99 µM | actives 0.35% (n = 380,000);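 active = drop in luminescence signal, shown as inhibition above about 50% in the replicate tests, limit read from the data, passing the limit was not always enough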;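 note: agonist challenge used bursicon conditioned medium at about half maximal strength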
EWS-Fli block: EWS/Fli-driven NR0B1 reporter inhibitors, primary screen, A673 cells, NR0B1 luciferase, luminescence, MLPCN library; viability-normalised; inhibition, % at 12.6 µM; actives 0.67% (n = 350,000); AID 651661, 2012;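 active = mean inhibition of at least 50% after viability correction, with every replicate also passing that limit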;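 note: firefly luciferase signal divided by Alamar Blue viability fluorescence both relative to DMSO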
PglD DTNB: C. jejuni PglD acetyltransferase inhibitors, primary screen, biochemical, DTNB colorimetric, single point; UDP-N-acetylbacillosamine N-acetyltransferase PglD (Campylobacter jejuni); purified PglD enzyme, DTNB colorimetric CoA detection; inhibition, % at 12.5 µM; actives 0.098% (n = 360,000); AID 602405, 2012; in the data active = inhibition above about 16%, passing the limit was not always enough; note: strong numbers were not always called active
PAX8 reporter: inhibitors of PAX8-driven TPO luciferase reporter, primary screen, RMG-I cells, single concentration; SteadyGlo, 24 h; inhibition, % at 12.6 µM; actives 1.2% (n = 360,000); AID 652154, 2013;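 active = mean replicate inhibition at least 60% with every replicate also reaching 60%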;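 note: luciferase light reporting Pax8 driven TPO promoter activity; plate controls were median of neutral control wells for no effect and mitoxantrone controls for full effect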
ERAP1 HTS inh: human ERAP1 aminopeptidase inhibitors, primary screen, biochemical, single point, plate reader; inhibition, % at 10.7 µM; Endoplasmic reticulum aminopeptidase 1 (Homo sapiens), Q9NZ08; actives 0.15% (n = 340,000); recombinant ERAP1, Leu-AMC fluorescence, 60 min;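 active = mean replicate inhibition of at least 30%, or all replicates individually reaching that 30% level; inactive = mean below 30% and not every replicate reaching it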;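 note: 0% = neutral control wells and 100% = L-leucinethiol positive control wells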
Target sequence (Q9NZ08 whole entry, looked up): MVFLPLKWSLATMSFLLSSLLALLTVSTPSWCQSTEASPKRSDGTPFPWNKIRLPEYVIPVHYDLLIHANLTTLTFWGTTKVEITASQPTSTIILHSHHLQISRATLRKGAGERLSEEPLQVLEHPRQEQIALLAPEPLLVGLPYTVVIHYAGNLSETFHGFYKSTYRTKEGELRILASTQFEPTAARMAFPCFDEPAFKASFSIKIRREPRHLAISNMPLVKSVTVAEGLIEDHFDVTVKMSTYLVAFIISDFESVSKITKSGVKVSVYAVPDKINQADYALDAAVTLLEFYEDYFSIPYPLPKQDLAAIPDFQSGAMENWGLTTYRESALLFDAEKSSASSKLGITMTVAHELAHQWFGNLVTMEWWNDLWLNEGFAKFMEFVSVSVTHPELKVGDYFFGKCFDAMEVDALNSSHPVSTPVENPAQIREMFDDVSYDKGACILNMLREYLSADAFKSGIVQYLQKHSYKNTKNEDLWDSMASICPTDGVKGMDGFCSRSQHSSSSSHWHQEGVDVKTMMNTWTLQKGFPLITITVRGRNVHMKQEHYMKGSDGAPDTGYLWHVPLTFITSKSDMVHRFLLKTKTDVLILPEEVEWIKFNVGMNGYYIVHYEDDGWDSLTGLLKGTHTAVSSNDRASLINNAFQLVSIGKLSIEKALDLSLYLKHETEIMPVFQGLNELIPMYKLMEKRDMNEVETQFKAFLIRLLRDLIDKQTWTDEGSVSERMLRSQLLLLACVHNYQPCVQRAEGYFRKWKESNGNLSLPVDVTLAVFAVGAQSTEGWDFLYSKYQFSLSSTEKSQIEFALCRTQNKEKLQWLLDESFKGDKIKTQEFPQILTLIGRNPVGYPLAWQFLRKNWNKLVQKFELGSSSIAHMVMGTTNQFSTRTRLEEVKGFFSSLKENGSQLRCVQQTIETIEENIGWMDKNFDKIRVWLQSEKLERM
S100A4 inh HTS: inhibitors of S100A4-myosin IIA peptide binding, primary screen, biochemical, fluorescence polarization, TAMRA-MyoIIA peptide. Protein S100-A4 (Homo sapiens), P26447. inhibition, % at 10.7 µM. actives 0.14% (n = 360,000);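 active = mean inhibition of at least 70% across replicates, with every replicate also reaching that level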
Target sequence (P26447 whole entry, looked up): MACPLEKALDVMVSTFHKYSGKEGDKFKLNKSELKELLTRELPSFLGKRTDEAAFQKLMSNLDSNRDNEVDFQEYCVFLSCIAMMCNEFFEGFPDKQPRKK
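Assay system: human S100A4 monomer with TAMRA-labelled myosin IIA peptide / Buffer or medium: Calcium-containing HEPES buffer, pH 7.2 / Reagent: TAMRA-labelled myosin IIA heavy-chain peptide probe, 5 nM / Compound: one dose per compound / Timing: polarization read 5 min after assay mix addition, stable 5–60 min / Benchmarks: neutral control DMSO, positive control TFP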
Active calls of the source: *; nt = no result given.

No.	SMILES	FN deposition inh	PGC1a acetyl inh	LGR2 inh	EWS-Fli block	PglD DTNB	PAX8 reporter	ERAP1 HTS inh	S100A4 inh HTS
1	COc1ccc([N+](=O)[O-])cc1-c1nc2ccccc2nc1-c1ccccc1	-1.0	-7.5	-2.4	12.8	3.6	-1.9	-0.1	-5.9
2	O=C(N[C@@H]1CC[C@@H](CCNC(=O)C2CC2)O[C@@H]1CO)c1ccccn1	-8.0	0.4	-4.4	-3.5	1.5	nt	-0.2	-3.4
3	C[C@@H]1CN([C@@H](C)CO)C(=O)c2cc(NS(=O)(=O)c3cccs3)ccc2O[C@H]1CN(C)CC1CC1	-15.5	-3.4	-9.3	-5.1	0.7	-42.0	-2.3	-13.8
4	O=C(CSc1nc2ncccc2[nH]1)NCCc1ccccc1	-11.5	3.6	-3.4	-5.2	0.2	-6.6	3.0	3.6
5	O=C(NCC[C@H]1CC[C@@H](NC(=O)c2ccc3c(c2)OCO3)[C@@H](CO)O1)Nc1ccc(Cl)cc1	-6.3	1.0	-10.8	-63.4	2.2	-35.3	1.6	-15.8
6	COc1ccccc1-c1ccc2c(c1)O[C@H](CN(C)C(=O)c1ccccc1)[C@@H](C)CN([C@@H](C)CO)S2(=O)=O	nt	-10.9	13.6	-5.0	-2.0	11.0	0.5	-12.9
7	COCCNC(=O)/C(C#N)=C/c1c(N2CC(C)OC(C)C2)nc2ccccn2c1=O (stereo not given)	-3.8	nt	11.5	nt	-7.3	18.0	nt	nt
8	COC(=O)c1cc2c(c3c4cc(C)ccc4n(S(=O)(=O)c4ccc(C)cc4)c13)C(=O)N(Cc1ccc(C(F)(F)F)cc1)C2	1.5	nt	nt	-9.8	nt	-14.1	-1.0	-26.2
9	O=C(Cc1ccccc1)N1CC2(C1)[C@H](c1ccccc1)[C@H](CO)N2C(=O)Cc1ccccc1	nt	-5.6	2.0	4.7	nt	nt	-1.1	8.3
10	CC(Oc1ccc(Br)cc1)C(=O)N1CCN(c2ccccn2)CC1 (stereo not given)	2.8	5.8	3.0	nt	-1.9	3.4	0.0	-0.4
11	CN(C)C(=O)C[C@@H]1C=C[C@H](NC(=O)C2CCOCC2)[C@@H](CO)O1	1.6	nt	-9.0	-10.6	nt	nt	2.2	5.7
12	COc1ccccc1C(=O)Nc1ccc2c(c1)nc(CN1CCCCC1)n2C	-4.2	nt	-7.0	4.6	-5.4	-22.5	0.2	5.9
13	CCP(=O)(c1cccc([N+](=O)[O-])c1)c1cccc([N+](=O)[O-])c1	1.3	nt	nt	7.4	nt	15.3	nt	-2.7
14	COc1ccc(CCNC(=O)Cn2nc(C)c3c(C)n(-c4ccccc4)nc3c2=O)c(OC)c1	4.2	nt	8.4	-5.2	-2.0	11.9	4.5	-0.8
15	COc1ccc(C(=O)Nc2ccc3c(c2)C(=O)N(C)[C@@H]2CC[C@@H](CC(=O)NCC4CC4)O[C@@H]2CO3)cc1	-12.6	nt	4.4	3.0	4.4	-0.5	nt	nt
16	O=C(C[C@@H]1CC[C@H](NS(=O)(=O)c2ccc(F)cc2)[C@H](CO)O1)N1CCc2ccccc2C1	nt	-3.5	20.4	4.0	-3.1	10.5	-1.8	6.1
17	O=c1c2ccccc2nc(SCc2ccccc2Cl)n1Cc1ccccc1	1.2	1.7	nt	nt	-2.1	-4.2	nt	nt
18	CCNC(=O)[C@@H]1[C@@H](CO)[C@@H]2Cn3c(ccc(-c4ccc(F)cc4)c3=O)[C@H]1N2C(=O)C1CC1	nt	1.6	4.8	-5.9	1.7	-12.3	0.0	8.5
19	Cc1c(Cl)cnc(NC(=O)COC(=O)c2cc3c(s2)CCC(C)C3)c1Cl (stereo not given)	-0.4	4.9	0.1	4.8	nt	-2.0	21.5	-2.2
20	COc1ccc(S(=O)(=O)Nc2ccc3c(c2)C(=O)N([C@@H](C)CO)C[C@@H](C)[C@@H](CN(C)S(=O)(=O)c2cccs2)O3)cc1	9.3	0.4	10.8	9.1	-2.1	nt	-2.2	1.4
21	Cc1csc(=O)n1CCC(=O)OCC(=O)N(CC(C)C)c1c(N)n(Cc2ccccc2)c(=O)[nH]c1=O	nt	-3.8	2.6	nt	0.1	-6.6	2.0	-2.4
22	O=C(c1cc(Br)c(Br)s1)N1CCN(C/C=C/c2ccccc2)CC1	2.6	-10.1	nt	nt	-7.4	-10.3	nt	nt
23	CC(NC(=O)c1ccc(CS(=O)(=O)c2ccc(Cl)cc2)o1)c1ccc2c(c1)OCCO2 (stereo not given)	nt	-6.2	20.7	-11.3	0.1	nt	3.0	-2.6
24	C[C@H]1CN([C@@H](C)CO)C(=O)c2cc(/C=C/c3ccccc3)cnc2O[C@@H]1CN(C)C(=O)C1CCCCC1	nt	-1.6	-2.1	-7.0	-1.8	nt	-0.7	-1.4
25	CCC/C=C1/CCCOC(C(=O)NCCNCCO)(C(F)(F)F)C1 (stereo not given)	-7.0	nt	14.3	-19.8	-5.4	-14.9	nt	nt
26	COc1ccc(CS(=O)(=O)CC2(O)CCN(C(=O)c3cccc(C(F)(F)F)c3)CC2)cc1	-1.9	nt	28.0	3.2	nt	12.4	4.0	-2.0
27	COc1ccc(NC(=O)N2CCCCN3[C@H](C2)[C@@H](c2ccc(C#CCC(C)C)cc2)[C@@H]3CO)cc1	nt	-14.5	30.3	21.9	10.0	27.2	0.2	-1.4
28	O=C(NCc1ccccc1F)C1CCCN(C(=O)Nc2ccc(F)cc2)C1 (stereo not given)	-5.0	nt	1.9	nt	0.6	-4.8	-1.5	3.7
29	Cc1ccc(S(=O)(=O)Nc2ccc3c(c2)C(=O)N([C@@H](C)CO)C[C@@H](C)[C@H](CN(C)S(=O)(=O)c2ccccc2)O3)cc1	nt	0.6	10.8	1.0	1.6	-1.1	0.8	-0.9
30	CO[C@H]1CN(C)C(=O)c2ccc(NC(C)=O)cc2OC[C@@H](C)N(CC2CC2)C[C@@H]1C	-9.0	-14.7	-4.5	-0.7	-0.3	nt	2.5	3.5
31	C[C@H]1CCCCO[C@H](CN(C)C(=O)Nc2ccc(C(F)(F)F)cc2)[C@@H](C)CN([C@@H](C)CO)C(=O)c2cc(NS(C)(=O)=O)ccc2O1	nt	15.0	10.6	9.3	1.0	-6.2	-0.3	-17.6
32	CN1CCN(CCCNC(=O)CCc2nnc3n(Cc4ccccc4Cl)c(=O)c4ccccc4n23)CC1	11.0	2.8	4.4	-8.2	-4.6	-0.3	1.6	31.8
33	O=C(C[C@H]1CC[C@@H](NC(=O)NC2CCCCC2)[C@@H](CO)O1)NCc1ccc(Cl)cc1	-18.5	-10.5	-11.2	-4.4	0.4	-3.9	1.8	-53.0
34	CC(C)CCNC(=O)CNC(=S)N(Cc1ccccc1)Cc1cccnc1	-6.7	-3.6	9.1	nt	3.2	6.4	nt	nt
35	CC(C)CNC(=O)C(=O)NNC(=O)c1ccco1	19.0	-0.5	8.8	-1.3	nt	-2.1	-5.3	-1.8
36	Fc1cccc(Cc2c(-c3ccccc3)nc3ccc(Cl)cn23)c1	nt	-7.8	-36.0	-43.4	-0.4	-94.2	-2.0	0.3
37	CCOc1ccc(NS(=O)(=O)c2ccc(NS(=O)(=O)c3ccc(SC)cc3)cc2)cc1	-0.3	-3.3	6.3	nt	-3.9	nt	nt	nt
38	Cc1ccccc1NC(=O)Cn1cc(C(=O)C2CC2)c2ccccc21	-2.6	-6.7	-12.6	2.8	1.1	5.2	-1.4	-4.7
39	CSc1oc(-c2cccs2)nc1S(=O)(=O)c1ccccc1	2.8	-6.0	22.4	-2.9	8.5	-16.3	0.3	-1.0
40	COc1ccc(C#Cc2ccc3c(c2)O[C@H](CN(C)C)[C@@H](C)CN([C@@H](C)CO)S3(=O)=O)cc1	-16.2	-3.7	24.8	8.4	1.0	nt	2.2	4.1
41	COC(=O)c1ccc(Oc2nc3ccccc3n3c(C)nnc23)cc1	6.3	-4.6	8.6	-4.2	nt	-4.1	1.9	-3.6
42	CNC[C@@H]1Oc2ccc(NC(=O)Nc3ccc(C(F)(F)F)cc3)cc2CC(=O)N([C@H](C)CO)C[C@@H]1C	-10.1	-3.2	-14.5	4.8	5.7	6.0	-5.6	-4.6
43	COc1cccc(S(=O)(=O)N2CCCCN3[C@H](CO)[C@@H](c4ccc(-c5cncnc5)cc4)[C@H]3C2)c1	nt	-4.0	19.5	2.8	-0.6	-6.0	1.7	-7.1
44	C#CCN(C[C@@H]1[C@@H](OC(=O)NCc2ccccc2F)[C@@H](OC(=O)NCc2ccccc2F)CN(C(=O)OC(C)C)N1C(=O)OC(C)C)S(=O)(=O)c1ccc(C)cc1	-4.9	1.0	11.6	7.9	0.7	10.6	5.8	14.2
45	C[C@@H]1CN([C@@H](C)CO)C(=O)c2c(c3ccccc3n2C)-c2ccccc2CO[C@H]1CN(C)Cc1ccc2c(c1)OCCN2C	-4.3	-3.9	20.6	-21.2	nt	23.3	-3.1	-7.0
46	OC[C@@H]1CCCN1Cc1cn(-c2ccccc2)nc1-c1ccc2c(c1)OCO2	3.4	6.1	-4.2	-1.1	1.1	3.8	nt	2.1
47	O=C(CSc1ccc(Cl)cc1)Nc1ccccc1	-4.5	nt	-44.7	0.2	-9.7	-7.3	-0.8	-2.3

Quoted from above, seven compounds:
No.	SMILES	FN deposition inh	PGC1a acetyl inh	LGR2 inh	EWS-Fli block	PglD DTNB	PAX8 reporter	ERAP1 HTS inh	S100A4 inh HTS
41	COC(=O)c1ccc(Oc2nc3ccccc3n3c(C)nnc23)cc1	6.3	-4.6	8.6	-4.2	nt	-4.1	1.9	-3.6
42	CNC[C@@H]1Oc2ccc(NC(=O)Nc3ccc(C(F)(F)F)cc3)cc2CC(=O)N([C@H](C)CO)C[C@@H]1C	-10.1	-3.2	-14.5	4.8	5.7	6.0	-5.6	-4.6
43	COc1cccc(S(=O)(=O)N2CCCCN3[C@H](CO)[C@@H](c4ccc(-c5cncnc5)cc4)[C@H]3C2)c1	nt	-4.0	19.5	2.8	-0.6	-6.0	1.7	-7.1
44	C#CCN(C[C@@H]1[C@@H](OC(=O)NCc2ccccc2F)[C@@H](OC(=O)NCc2ccccc2F)CN(C(=O)OC(C)C)N1C(=O)OC(C)C)S(=O)(=O)c1ccc(C)cc1	-4.9	1.0	11.6	7.9	0.7	10.6	5.8	14.2
45	C[C@@H]1CN([C@@H](C)CO)C(=O)c2c(c3ccccc3n2C)-c2ccccc2CO[C@H]1CN(C)Cc1ccc2c(c1)OCCN2C	-4.3	-3.9	20.6	-21.2	nt	23.3	-3.1	-7.0
46	OC[C@@H]1CCCN1Cc1cn(-c2ccccc2)nc1-c1ccc2c(c1)OCO2	3.4	6.1	-4.2	-1.1	1.1	3.8	nt	2.1
47	O=C(CSc1ccc(Cl)cc1)Nc1ccccc1	-4.5	nt	-44.7	0.2	-9.7	-7.3	-0.8	-2.3
